# Compound activity as filed in PubChem.
# L3MBTL1 block: L3MBTL1 (human) inhibition. Potency, µM (titrated, usually from 57.1 µM), for inactives: at the highest dose activity, negative = inhibition, hits mostly inhibitors. Q9Y468. AlphaScreen L3MBTL1–H3K9me1 peptide binding. AID 485360. 230,000 compounds, 0.66% hits; active means well fitted inhibition curve with a large enough effect; further: nearly all actives have a fitted effect of over 60% in size
# Target sequence (Q9Y468 whole entry, looked up): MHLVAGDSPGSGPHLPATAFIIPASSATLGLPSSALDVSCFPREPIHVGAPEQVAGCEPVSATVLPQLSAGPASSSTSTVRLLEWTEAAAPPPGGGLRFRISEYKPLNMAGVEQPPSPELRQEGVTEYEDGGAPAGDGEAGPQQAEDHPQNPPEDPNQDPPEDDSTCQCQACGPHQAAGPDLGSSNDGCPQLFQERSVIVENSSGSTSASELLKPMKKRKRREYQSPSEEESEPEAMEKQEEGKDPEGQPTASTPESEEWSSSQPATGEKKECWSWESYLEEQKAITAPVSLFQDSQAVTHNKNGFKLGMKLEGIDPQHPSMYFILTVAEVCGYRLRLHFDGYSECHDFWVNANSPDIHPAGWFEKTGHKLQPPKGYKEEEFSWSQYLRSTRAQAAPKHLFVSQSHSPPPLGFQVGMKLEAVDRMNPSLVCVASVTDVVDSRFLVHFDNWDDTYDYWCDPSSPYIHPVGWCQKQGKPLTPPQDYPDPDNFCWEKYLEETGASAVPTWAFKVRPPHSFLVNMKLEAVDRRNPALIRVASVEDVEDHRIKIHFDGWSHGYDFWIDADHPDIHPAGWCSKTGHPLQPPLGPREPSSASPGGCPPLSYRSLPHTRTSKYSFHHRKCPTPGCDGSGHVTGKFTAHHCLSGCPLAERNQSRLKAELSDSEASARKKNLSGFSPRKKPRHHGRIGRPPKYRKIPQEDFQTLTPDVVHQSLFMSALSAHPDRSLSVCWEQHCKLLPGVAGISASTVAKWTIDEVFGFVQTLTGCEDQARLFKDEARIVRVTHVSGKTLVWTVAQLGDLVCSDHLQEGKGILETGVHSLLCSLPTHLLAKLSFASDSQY
#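 AlphaScreen proximity signal between nickel-chelate acceptor and streptavidin donor beads (final 10 ug/mL) reports binding of 50 nM L3MBTL1 to 75 nM biotin-H3 K9me1 peptide; complex incubated with compounds 30 min at room temperature; cefsulodin titration as control.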
# * = called active by the depositor; [ ] = remark or other dose. On the % scale 0 is the no-effect control and ±100 the full control effect; potency means the concentration at half of the fitted maximal effect. This is a subset; the hit share may differ from the screen's.
compound,L3MBTL1 block
CCCCN1C(=N)N([C@@H](CN2CCC[C@H]2CN2C(N)=NC[C@@H]2Cc2ccccc2)C(C)C)C[C@H]1Cc1ccccc1,-3%
CCN(C(=O)Nc1cccc(Cl)c1)c1ccccc1,2%
O=C(O)C1=CC[C@@H](c2ccc(Cl)cc2)N(S(=O)(=O)c2ccc(Cl)cc2)C1,2%
CCCCn1c(N)c(N(CCC(C)C)C(=O)c2ccc3c(c2)OCO3)c(=O)[nH]c1=O,11%
COc1ccccc1CNS(=O)(=O)c1cc(C(=O)NCc2ccccn2)c(Cl)cc1Cl,1%
O=C(NCCc1ccccc1)C1CCN(C(=O)Nc2ccccc2)CC1,0%
Cn1c(=O)c2c(nc(SCCN3CCOCC3)n2C)n(C)c1=O,40%[activator]
O=C(CSc1nnc(-c2ccco2)o1)Nc1c(F)cccc1F,5%
Cc1ccc(S(=O)(=O)N(C)c2ccc3c(ncn3C)c2[N+](=O)[O-])cc1,-5%
O=C(c1ccc([N+](=O)[O-])cc1[N+](=O)[O-])N1CCc2ccccc21,-11%
CCC(C)(C)NC(=O)c1ccc2c(c1)N(CC(=O)N1CCCC1)C(=O)C(C)(C)O2,-1%[2.29 µM]
Cc1ccc[n+](CC(=O)Nc2ccc(N(C)C)cc2)c1,4%
CCCCCCSc1cc(-c2nc3ccc(C)cn3c2NCc2ccccc2)ccc1OC,-10%
Cc1cc(C(=O)COC(=O)c2ccc(NC(=O)CC#N)cc2)c(C)n1C1CC1,-16%
Cc1ccc(S(=O)(=O)NCc2cccnc2)cc1C,-2%
Cc1cccnc1NC(=O)c1ccc(Cl)c(S(=O)(=O)N2CCCCC2)c1,12%
CCOC(=O)[C@@H]1[C@H]2COc3cc(OC)ccc3[C@H]2N2C(=O)N(c3ccc(C)cc3)C(=O)[C@]12C,-3%
COCCCn1c(SCC(=O)Nc2oc(C)c3c(C)n[nH]c(=O)c23)nc2ccccc2c1=O,-2%
CCCc1cc(=O)[nH]c(SCC(=O)c2cc(C)n(CC3CCCO3)c2C)n1 (stereo not drawn),-5%
CCOC(=O)c1cc(-c2ccccc2)nn1CC1CC(c2ccc(OC)cc2)=NO1 (stereo not drawn),11%
Cc1cc(F)ccc1S(=O)(=O)N1CCC2(CC1)OCCN2S(=O)(=O)c1cccs1,4%
COc1cccc(NC(=O)COC(=O)c2ccc3ccccc3n2)c1,-8%
O=C(CNC(=O)c1cccc([N+](=O)[O-])c1)NC1CCCc2ccccc21 (stereo not drawn),-7%
CCN1C(=O)[C@@H]2[C@@H](c3ccc(SC4CCCCC4)c(OC)c3)N3CCCC[C@@]3(C(=O)OC)[C@@H]2C1=O,-3%
CCCCC[C@H]1CN(Cc2ccccc2)C(=O)[C@@H]1CC(=O)NCc1ccccc1,8%
Cc1ccc(SCC(=O)NC(=O)c2ccccc2Br)c(C)c1,2%
COc1ccc(CC(=O)OCCc2cc3cc(OC)c(OC)cc3c(=O)o2)cc1,-2%
Fc1ccc(Br)cc1/C=N/N1CCN(c2ccccc2)CC1,-4%[2.29 µM]
O=C(CC1SC(N2CCOCC2)=NC1=O)Nc1ccc(F)cc1 (stereo not drawn),8%
CCCOc1ccc(N2C(=O)CC(NCC#N)C2=O)cc1 (stereo not drawn),1%
CC(=O)NS(=O)(=O)c1ccc(NC(=O)c2ccc3c(c2)NC(=O)CS3)cc1,4%
COC(=O)c1c(NC(=O)C2CCCCC2)sc2c1CC(C)(C)NC2(C)C,-5%
COCc1cc(=O)n2[nH]cc(-c3ccccc3)c2n1,-4%[2.29 µM]
COc1ccc(OC(=O)C(C)N2C(=O)c3ccccc3C2=O)cc1 (stereo not drawn),3%
COC(=O)CCCN1C(=O)NC(c2ccc(-c3ccccc3)cc2)C(C(=O)OCc2ccccc2)=C1C (stereo not drawn),35%[activator]
O=C(NCC(=O)N1CCN(C(=O)c2ccco2)CC1)c1cccc(Cl)c1,0%
CCOC(=O)[C@H]1[C@H]2COc3ccc(OC)cc3[C@@H]2N2C(=O)CN(Cc3ccc(OC)cc3)C(=O)[C@@]12C,0%
O=C(COC(=O)Cc1n[nH]c(=O)c2ccccc12)NNC(=O)c1ccccc1,-5%
Cc1cccc(-c2nn(-c3ccccc3)cc2C(=O)N(C)CC(=O)Nc2ccc(N3CCOCC3)cc2)c1,0%
Cc1ccccc1C(=O)NC1CCN(CC(=O)Nc2ccc(Br)cc2)CC1,5%
Cc1cc(=O)n2nc(N3CCCC3C(=O)Nc3cccc(Cl)c3C)sc2n1 (stereo not drawn),-3%
CN(CC(=O)Nc1c(Cl)cccc1Cl)C(=O)CNC(=O)c1ccc2ccccc2c1,0%
Cc1c(Cl)cccc1NC(=O)COC(=O)C12CC3CC(CC(O)(C3)C1)C2,3%
CC(C)(C)OC(=O)NCCCCCNC(=O)c1[nH]cnc1C(=O)Nc1cccc(Cl)c1,4%
COCCCOc1cc(NCc2ccccc2)c2ncn(C(C)C)c2c1,-19%
Cn1c(NC2CCCCC2)cc(=O)n(C)c1=O,1%
CCN(CC)S(=O)(=O)c1ccc(Cl)c(NC(=O)COC(=O)c2nc3nc(C)cc(C)n3n2)c1,-6%
CC(=O)Nc1ccc(S(=O)(=O)NCCc2c[nH]c3ccc(C)cc23)cc1,-4%
CC(OC(=O)/C=C/c1ccccc1Cl)C(=O)NC1CCCCC1C (stereo not drawn),-1%
CCOc1ccccc1OC(=O)CN1C(=O)c2ccccc2C1=O,4%
C#CCOCCOCCOCCNc1nc(N2CCN(C(=O)[C@H]([C@@H](C)CC)n3cc(CCCCN)nn3)CC2)nc(N2CCN(C(=O)[C@H](CCCCN)n3cc(CCC(=O)O)nn3)CC2)n1,4%
O=C(Nc1ccccc1-c1ccccc1)c1ccccc1Br,0%
O=C(OCc1cc(=O)n2ccsc2n1)c1ccccc1O,-5%
O=C(COC(=O)COc1ccc(Br)cc1)NCc1ccc2c(c1)OCO2,9%
CCC(C)[C@H](NC(=O)[C@H](Cc1ccccc1)n1c(=O)[nH]c2ccccc2c1=O)C(=O)N1CCC[C@@H]1C(=O)O (stereo partly drawn),4%
Clc1ccc(CN2CCCCCC2)cc1Cl,-3%

# (next part)
compound,L3MBTL1 block
CCOC(=O)[C@H]1[C@H]2COc3ccc(C)cc3[C@@H]2N2C(=O)CN(Cc3ccc(OC)cc3)C(=O)[C@@]12C,1%
COc1ccccc1NS(=O)(=O)c1cc(NC(=O)C(C)(C)C)ccc1N1CCOCC1,-8%
COc1cc(C(C)=O)ccc1OCC(=O)NCC(c1ccc(F)cc1)N1CCOCC1 (stereo not drawn),5%
CN(C)C1=NCCN1CCCC1CCCC1,-1%
O=C(OCC(=O)N1CCOCC1)c1ccccc1OCc1ccccc1Cl,1%
CCOC(=O)[C@@H]1[C@H]2COc3ccc(Br)cc3[C@@H]2N2C(=O)N(c3ccccc3)C(=O)[C@@]12C,4%
CCN1CCN(c2ccc(S(=O)(=O)N3CCCCC3)cc2NC(=O)c2ccccc2)CC1,-6%
CC(=O)Nc1ccc(-c2csc(NC(=O)CCNC(=O)c3ccco3)n2)cc1,7%
COc1ccc(NC(=O)CN2C(=O)NC3(CCCCCCC3)C2=O)cc1,7%
CC(C)Oc1ccc(S(=O)(=O)N2CCCCC2)cc1NC(=O)C1CCC1,0%
C=CCNC(=O)CSc1nc2sc3c(c2c(=O)n1CCCOC)CCC3,4%
CCOc1ccc(C(=O)NNC(=O)CNC(=O)c2ccc(C)s2)cc1OC,-2%
COc1ccccc1C(=O)COC(=O)c1c(-c2ccccc2)noc1C,29%
Cc1ccccc1C(=O)N1CCC(C(=O)Nc2nc3ccc(F)cc3s2)CC1,-4%
COC(=O)c1c(NC(=O)CSc2ncn[nH]2)sc(C)c1C,0%
CCC1(c2ccccc2)NC(=O)N(CC(=O)Nc2cc(S(=O)(=O)N3CCOCC3)ccc2OC(C)C)C1=O (stereo not drawn),-14%

# In another format: results already given.
CC(C)Oc1ccc(S(=O)(=O)N2CCCCC2)cc1NC(=O)C1CCC1
  L3MBTL1 block: 0%
CCOc1ccc(C(=O)NNC(=O)CNC(=O)c2ccc(C)s2)cc1OC
  L3MBTL1 block: -2%
COC(=O)c1c(NC(=O)CSc2ncn[nH]2)sc(C)c1C
  L3MBTL1 block: 0%
C=CCNC(=O)CSc1nc2sc3c(c2c(=O)n1CCCOC)CCC3
  L3MBTL1 block: 4%

# (next part)
compound,L3MBTL1 block
CC(C)N(Cc1ccccc1)C(=O)CN1C(=O)NC2(CCCC2)C1=O,7%
CC1CCN(CC(=O)Nc2nccs2)CC1,1%
CC(=O)Nc1ccc(S(=O)(=O)Nc2ccc3nc(C)sc3c2)cc1,3%
O=C(O)c1ccccc1NS(=O)(=O)c1cccc(NS(=O)(=O)c2cc(Br)ccc2Br)c1,-1%
Cc1ccc(C(=O)Nc2ccc(Nc3ccccc3)cc2)c(Cl)c1,-2%[2.29 µM]
CCN1C(=O)[C@H]2[C@@H](c3ccc(OC)cc3)N3C(=O)CN(CCOC)C(=O)[C@@]3(C)[C@H]2C1=O,8%
CC1CCN(C(=O)CCNS(=O)(=O)c2ccc(Br)cc2)CC1,3%
CCOC(=O)c1c(NC(=O)CSc2ncccn2)sc(C(=O)NC)c1C,3%
O=C(NCCCN1CCCC1=O)c1cccc(NS(=O)(=O)c2ccc(Br)cc2)c1,7%
O=C(NCC(c1ccc(F)cc1)N1CCOCC1)c1ccc([N+](=O)[O-])o1 (stereo not drawn),1%
COC(=O)c1ccc(/C=C/C(=O)OCC(=O)Nc2sccc2C(N)=O)cc1,-1%
COc1cc(OC)cc(C(=O)NC(C(=O)Nc2ccc3c(c2)OCCO3)C(C)C)c1 (stereo not drawn),-3%
O=[N+]([O-])c1ccc(NCCOc2ccccc2Cl)nc1,-6%
COc1ccc(CNC(=S)Nc2ccccc2Cl)cc1,-5%
C=CCOc1cccc(CNCc2ccncc2)c1,2%
Cc1cc(C(=O)OCC(=O)NNC(=O)c2cccs2)ccc1[N+](=O)[O-],3%
Cn1ncc([N+](=O)[O-])c1C(=O)Nc1ccccc1C(=O)O,0%[2.29 µM]
C/C(=N\Nc1nccnc1Cl)c1ccc(Cl)c(Cl)c1,-7%[2.29 µM]
Cc1ccc(C(=O)N(C)CCOc2ccccc2)cc1S(=O)(=O)N1CCOCC1,-1%
CCN(C[C@H]1N[C@@](Cc2ccccc2)(C(=O)OC)[C@H]2C(=O)N(Cc3ccccc3)C(=O)[C@@H]12)C(=O)COc1ccccc1,1%
CCN(C(=O)CSc1nc2ccccc2o1)C1CCS(=O)(=O)C1 (stereo not drawn),4%
COc1cc(CN2CCCC(CO)(Cc3ccccc3F)C2)ccc1O (stereo not drawn),-1%
COc1ccccc1OCCNC(=O)c1ccc(C)o1,6%
CCOc1ccc(CCNC(=O)COC(=O)c2c(OC)cccc2OC)cc1OCC,1%

# Taken from above:
# `C/C(=N\Nc1nccnc1Cl)c1ccc(Cl)c(Cl)c1` – L3MBTL1 block: -7%[2.29 µM]
# `COc1ccccc1OCCNC(=O)c1ccc(C)o1` – L3MBTL1 block: 6%
# `COc1cc(CN2CCCC(CO)(Cc3ccccc3F)C2)ccc1O` (stereo not drawn) – L3MBTL1 block: -1%

# The listing continues:
compound,L3MBTL1 block
O=C(COC(=O)c1ccc(F)c(S(=O)(=O)N2CCOCC2)c1)c1ccc(Br)cc1,5%
Clc1ccc(Cc2ccccn2)cc1,4%
O=C(NCC(=O)N1CCN(c2ccccc2O)CC1)C1CCCCC1,-10%
O=C(CC1SC(N2CCCCC2)=NC1=O)Nc1ccc(C(=O)NCCc2ccc(F)cc2)cc1 (stereo not drawn),0%
CC(C)(C)c1ccc(SCCc2ccncc2)cc1,3%
Cn1c(N)c(C(=O)CSc2n[nH]c(-c3ccccc3)n2)c(=O)n(C)c1=O,0%
O=C(CCNC(=O)c1ccc(Br)cc1)NCc1ccccn1,-9%
Cc1ccc(C(=O)Cc2ccccc2)o1,-2%
C=C(C)C(O)CC/C(C)=C/Cc1c(O)ccc(C(=O)/C=C/c2ccc(O)cc2)c1O (stereo not drawn),-16%
O=C(Cc1n[nH]c(=O)c2ccccc12)OCC(=O)c1ccccc1Cl,3%
CCOC(=O)N1CCN(C(=O)CSc2ncnc3sccc23)CC1,-2%
Cc1nc(SCc2nc3ccccc3[nH]2)c2oc3cc(Br)ccc3c2n1,9%
O=C(COC(=O)CCc1nc2ccccc2c(=O)[nH]1)Nc1ccc(OC(F)(F)F)cc1,2%
O=C(Nc1cccc(-c2ccc(N3CCOCC3)nn2)c1)c1ccc([N+](=O)[O-])cc1,0%
CC(=O)c1cccc(OC(=O)c2ccc3c(=O)n4c(nc3c2)CCC4)c1,-5%
O=C(CN1C(=O)c2cccnc2Oc2ccc(Cl)cc21)Nc1ccc(F)cc1,-2%
COc1ccc(C(=O)OCC(=O)NC(=O)Nc2ccccc2F)c(OC)c1,2%
O=C(NCCc1c[nH]c2ccccc12)C1CCCN(S(=O)(=O)c2ccccc2)C1 (stereo not drawn),-5%
COc1cc(CN(C)c2ccc(S(=O)(=O)N3CCCC3)cn2)ccc1OC(F)F,-9%
CCCCCC(=O)Nc1ccc(C(=O)COC(=O)Cn2cnc3c2c(=O)n(C)c(=O)n3C)cc1,-2%
COc1cc(NC(=O)C2CC(=O)N(Cc3ccco3)C2)cc(OC)c1 (stereo not drawn),7%
